Screens as filed in PubChem.
MITF TRPM1 HTS = increases MITF-driven TRPM1 promoter luciferase signal. SK-MEL-5 TRPM1-promoter luciferase, 24 h; % of positive control, neutral wells = 0. activation, % at 12.5 µM. hit rate 0.75% among 300,000. AID 588334;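 active means mean activation of at least 80% with every replicate also reaching 80%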;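 further: 0% = neutral control wells and 100% = parthenolide positive control wells; values of inactives mirror those of a sister screen read the other way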
PvdQ acylase = blocks Pseudomonas aeruginosa PvdQ acylase activity | purified PvdQ acylase, fluorescence plate reader | inhibition, % at 10 µM | hit rate 0.063% among 340,000; in the data active means inhibition above about 30%, passing the limit was not always enough;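 further: 0% = vehicle neutral wells and 100% = reference inhibitor wells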
SR-BI DiI inh = inhibitors of mouse SR-BI mediated HDL lipid uptake; inhibition, % at 12.5 µM; AID 488896; ldlA[mSR-BI] CHO cells, DiI-HDL uptake fluorescence, 3 h; hit rate 0.96% among 320,000;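 active means mean replicate inhibition of at least 70% and a set share of replicates each scoring 70 or more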;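 further: 0% = median of neutral control wells and 100% = median of positive control wells; values of inactives mirror those of a sister screen read the other way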
Target sequence (Q61009 whole entry, looked up): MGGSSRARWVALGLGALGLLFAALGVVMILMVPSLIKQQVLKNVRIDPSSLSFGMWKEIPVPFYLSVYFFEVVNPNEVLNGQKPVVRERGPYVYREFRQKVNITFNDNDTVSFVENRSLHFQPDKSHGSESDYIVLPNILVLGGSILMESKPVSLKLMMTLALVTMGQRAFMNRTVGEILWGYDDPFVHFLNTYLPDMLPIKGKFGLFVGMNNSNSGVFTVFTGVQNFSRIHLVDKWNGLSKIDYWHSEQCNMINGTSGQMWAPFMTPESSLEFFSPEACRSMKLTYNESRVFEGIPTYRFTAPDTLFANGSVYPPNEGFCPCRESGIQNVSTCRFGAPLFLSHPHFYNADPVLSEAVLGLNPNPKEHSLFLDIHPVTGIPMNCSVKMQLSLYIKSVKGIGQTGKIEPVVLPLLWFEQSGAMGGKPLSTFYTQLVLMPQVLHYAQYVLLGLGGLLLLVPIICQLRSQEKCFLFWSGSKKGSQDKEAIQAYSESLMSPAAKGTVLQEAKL
CAL PDZ FP-1 = blocks peptide binding to the human CAL PDZ domain; Q9HD26; hit rate 0.92% among 300,000; purified CAL PDZ, TMR-peptide fluorescence polarization, 1 h; inhibition, % at 24.9 µM; AID 602252;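 active means mean inhibition of at least 30% with at least half of replicates also reaching 30%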;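 further: 0% = DMSO neutral control and 100% = excess unlabeled competitor peptide PRC23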
NSD2 inh = inhibitors of human histone methyltransferase NSD2 | hit rate 0.54% among 310,000 | AID 743445 | inhibition, % at 12.5 µM | NSD2 peptide methylation, AlphaScreen, 120 min | O96028; in the data active means inhibition above about 50%
dFosB act = activators of mouse delta FosB homodimer; P13346; purified delta FosB, TAMRA-CDK5 oligo fluorescence polarization; percent of positive-control signal above neutral wells; activation, % at 25 µM; hit rate 0.99% among 340,000;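 active means mean activation above about 17%, with every replicate also reaching it, limit read from the data, passing the limit was not always enough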;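 further: fluorescence polarization rise as delta FosB binds a TAMRA Cdk5 AP-1 oligo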
Target sequence (P13346 whole entry, looked up): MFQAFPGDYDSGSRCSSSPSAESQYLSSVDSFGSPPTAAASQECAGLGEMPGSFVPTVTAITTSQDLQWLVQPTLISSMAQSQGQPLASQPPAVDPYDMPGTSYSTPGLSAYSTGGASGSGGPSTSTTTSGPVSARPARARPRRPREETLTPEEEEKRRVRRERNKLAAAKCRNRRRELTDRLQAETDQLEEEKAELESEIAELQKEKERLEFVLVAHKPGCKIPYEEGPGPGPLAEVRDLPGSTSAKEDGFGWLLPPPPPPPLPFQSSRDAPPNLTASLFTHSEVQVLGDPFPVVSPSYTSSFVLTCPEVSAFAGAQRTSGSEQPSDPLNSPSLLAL
CAL PDZ FP-2 = human CAL PDZ-peptide interaction inhibition. purified CAL PDZ, TMR-peptide fluorescence polarization, 1 h. AID 504414. inhibition, % at 20 µM. hit rate 0.02% among 330,000;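 active means highest replicate inhibition of at least 40%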;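 further: plate controls were DMSO neutral control wells for no effect and unlabeled competitor peptide control wells for full effect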
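Material: tagged CAL PDZ domain; buffer or medium: 25 mM sodium phosphate pH 7.4, 150 mM NaCl, TCEP, IgG, Thesit; compound dosing: single point, 20 µM; schedule: 1 h incubation at room temperature before polarization reading; measured by: FP readout, S and P plane fluorescence; read-out basis: percent inhibition from loss of millipolarization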
Rtt109 HAT inh = blocks Candida albicans Rtt109/Vps75 acetyltransferase activity | hit rate 0.16% among 330,000 | AID 540336 | inhibition, % at 34.9 µM | Q5AAJ8 | purified Rtt109/Vps75, ThioGlo CoA-SH fluorescence, 4 h;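 active means inhibition of at least 50% in every replicate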
PfHsp90 yeast 2 = reduces growth (ATP signal) of yeast expressing P. falciparum Hsp90; S. cerevisiae expressing PfHsp90, BacTiter-Glo ATP, 48 h; yeast lacking PDR1 and PDR3 efflux regulators; inhibition, % at 9.4 µM; hit rate 0.32% among 310,000; AID 504621;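 active means every replicate shows inhibition above about 80%, whatever the replicate mean, limit read from the data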;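 further: 0% = DMSO neutral controls and 100% = 20 µM radicicol positive controls; yeast relying on Plasmodium falciparum Hsp90 in place of its own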
SR-BI uptake up = enhances SR-BI lipid uptake from DiI-HDL. CHO ldlA[mSR-BI] cells, DiI-HDL uptake fluorescence, 3 h; 100 = double the neutral-control signal. activation, % at 12.5 µM. hit rate 0.096% among 320,000. AID 504775;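 active means mean replicate activation of at least 60% and every replicate at or above 60%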;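 further: 0% = median plate neutral-control signal and 100% = twice that signal; values of inactives mirror those of a sister screen read the other way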
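Material – SR-BI-overexpressing, LDLR-lacking CHO cells · Medium – BSA-supplemented, HEPES-buffered Ham's F12, pH 7.4 · Doses – single concentration · Times – compound with DiI-HDL co-incubation, 3 h at 37 °C · Measured by – bottom-read fluorescence, 550/595 nm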
Active calls of the source: *.

For Cc1cccc(NC(=O)c2cc(NC(=O)CCCC(=O)O)ccc2Cl)n1 the results were MITF TRPM1 HTS 1, PvdQ acylase 2, SR-BI DiI inh 5, CAL PDZ FP-1 0, NSD2 inh -1, dFosB act 3, CAL PDZ FP-2 0.1, Rtt109 HAT inh 4, PfHsp90 yeast 2 -6 and SR-BI uptake up -5.
`CCC(NC(=O)CCCc1ccccc1)c1ccccc1` (stereo unspecified) gave MITF TRPM1 HTS 8, PvdQ acylase -18, SR-BI DiI inh 8, CAL PDZ FP-1 -1, NSD2 inh 10, dFosB act 1, CAL PDZ FP-2 0.4, Rtt109 HAT inh -2, PfHsp90 yeast 2 -11 and SR-BI uptake up -8.
Screening CCOc1ccc(CC(=O)Nc2ccc(S(=O)(=O)Nc3cc(C)on3)cc2)cc1OCC returned PvdQ acylase -1, SR-BI DiI inh -24, CAL PDZ FP-1 3, NSD2 inh 20, dFosB act -9, CAL PDZ FP-2 1.7, Rtt109 HAT inh -5, PfHsp90 yeast 2 12 and SR-BI uptake up 24.
Screening CC1CCCCC1NC(=O)CCCc1nc2ccccc2c(=O)[nH]1 (stereo unspecified) returned MITF TRPM1 HTS -5, PvdQ acylase -9, SR-BI DiI inh -23, CAL PDZ FP-1 -6, NSD2 inh -1, dFosB act -7, CAL PDZ FP-2 -1.1, Rtt109 HAT inh -2 and SR-BI uptake up 23.
`O=C(Nc1nc2ccc(C(=O)N3CCCCC3)cc2s1)C1CCCCC1` gave MITF TRPM1 HTS 0, PvdQ acylase -11, SR-BI DiI inh 1, CAL PDZ FP-1 5, NSD2 inh -2, dFosB act -6, CAL PDZ FP-2 -0.8, Rtt109 HAT inh -13, PfHsp90 yeast 2 -7 and SR-BI uptake up -1.
`O=C(/C=C/c1cccc([N+](=O)[O-])c1)N1CCN(c2ccccc2F)CC1` gave MITF TRPM1 HTS 18, PvdQ acylase 9, SR-BI DiI inh 1, CAL PDZ FP-1 -5, dFosB act -1, CAL PDZ FP-2 -0.4, Rtt109 HAT inh -4, PfHsp90 yeast 2 -9 and SR-BI uptake up -1.
`Cc1cccc(N2C(=O)CC(N3CCN(Cc4ccc(Cl)cc4)CC3)C2=O)c1` (stereo unspecified) gave MITF TRPM1 HTS 1, PvdQ acylase 2, SR-BI DiI inh 8, CAL PDZ FP-1 -1, NSD2 inh -4, dFosB act 3, CAL PDZ FP-2 -1.4, Rtt109 HAT inh 15, PfHsp90 yeast 2 -2 and SR-BI uptake up -8.
`COc1cccc(NC(=O)c2ccc3c(c2)CCCC3)c1` gave MITF TRPM1 HTS 46, PvdQ acylase -16, SR-BI DiI inh 19, CAL PDZ FP-1 -3, NSD2 inh -5, dFosB act -9, CAL PDZ FP-2 -3.2, Rtt109 HAT inh 1, PfHsp90 yeast 2 2 and SR-BI uptake up -19.
For N#Cc1ccccc1NC(=O)CN1C(=O)NC(Cc2c[nH]c3ccccc23)C1=O (stereo unspecified) the results were MITF TRPM1 HTS -3, PvdQ acylase -15, SR-BI DiI inh -3, CAL PDZ FP-1 -5, NSD2 inh 0, dFosB act -6, CAL PDZ FP-2 -1.4, Rtt109 HAT inh -2 and SR-BI uptake up 3.
For CC(C)CN1C(=O)c2ccc(C(=O)Nc3ccccc3C(=O)O)cc2C1=O the results were MITF TRPM1 HTS -1, PvdQ acylase -15, SR-BI DiI inh -15, CAL PDZ FP-1 -4, NSD2 inh 0, dFosB act -7, CAL PDZ FP-2 -1.6, Rtt109 HAT inh -5, PfHsp90 yeast 2 -13 and SR-BI uptake up 15.
CCOC(=O)c1oc2ccccc2c1NC(=O)COc1cccc(OC)c1 was read as MITF TRPM1 HTS -3, PvdQ acylase -9, SR-BI DiI inh -4, CAL PDZ FP-1 6, NSD2 inh 0, dFosB act -2, CAL PDZ FP-2 -0.3, Rtt109 HAT inh 1 and SR-BI uptake up 4.
COC(=O)CCCNC(=O)c1ccc(S(=O)(=O)NCc2ccco2)cc1 was read as MITF TRPM1 HTS -11, PvdQ acylase -15, SR-BI DiI inh -32, CAL PDZ FP-1 0, NSD2 inh -2, dFosB act -1, CAL PDZ FP-2 -1.5, Rtt109 HAT inh -1 and SR-BI uptake up 32.
Cc1ccc(CNS(=O)(=O)c2cc3c4c(c2)C(C)C(=O)N4CCC3)cc1 (stereo unspecified) was read as MITF TRPM1 HTS 1, PvdQ acylase -16, SR-BI DiI inh -17, CAL PDZ FP-1 -2, NSD2 inh 20, dFosB act -8, CAL PDZ FP-2 -2.4, Rtt109 HAT inh -1, PfHsp90 yeast 2 -3 and SR-BI uptake up 17.
`O=C(Cn1cc(C(=O)C2CC2)c2ccccc21)NCc1ccc2c(c1)OCO2` gave MITF TRPM1 HTS 3, PvdQ acylase -9, SR-BI DiI inh 20, CAL PDZ FP-1 -5, dFosB act 22*, CAL PDZ FP-2 -1.0, Rtt109 HAT inh -5, PfHsp90 yeast 2 -30 and SR-BI uptake up -20.
CC1(C)CC(=O)c2cc(C(=O)NCc3ccco3)c(=O)n(-c3ccccc3)c2C1 was read as MITF TRPM1 HTS 8, PvdQ acylase -14, SR-BI DiI inh 12, CAL PDZ FP-1 1, NSD2 inh 6, dFosB act 3, CAL PDZ FP-2 -0.9, Rtt109 HAT inh 4, PfHsp90 yeast 2 -39 and SR-BI uptake up -12.
For COC(=O)c1cc2c(C(F)(F)F)nn(C)c2s1 the results were PvdQ acylase -11, SR-BI DiI inh -5, CAL PDZ FP-1 0, NSD2 inh -3, dFosB act -1, CAL PDZ FP-2 -0.8, Rtt109 HAT inh -11, PfHsp90 yeast 2 7 and SR-BI uptake up 5.
For COc1ccc(Cl)cc1NC(=O)CN1C(=O)CSC1=O the results were MITF TRPM1 HTS -3, PvdQ acylase -10, SR-BI DiI inh 5, CAL PDZ FP-1 -3, NSD2 inh -4, dFosB act -6, CAL PDZ FP-2 -4.0, Rtt109 HAT inh 3, PfHsp90 yeast 2 -51 and SR-BI uptake up -5.
For COc1cccc(NC(=O)COC(=O)CC(NC(N)=O)c2ccc(Cl)cc2)c1 (stereo unspecified) the results were MITF TRPM1 HTS 10, PvdQ acylase -17, CAL PDZ FP-1 -6, dFosB act -8, CAL PDZ FP-2 -1.6, Rtt109 HAT inh 0 and PfHsp90 yeast 2 24.
CN(C)c1ccc(Cc2ccc(N(C)C)cc2)cc1 was read as PvdQ acylase -3, SR-BI DiI inh -24, CAL PDZ FP-1 -5, NSD2 inh 18, dFosB act -15, CAL PDZ FP-2 -0.4, Rtt109 HAT inh 1, PfHsp90 yeast 2 -12 and SR-BI uptake up 24.
Screening Cn1c(CC(=O)Nc2ccc(Cl)c(Cl)c2)nnc1SCC(=O)NCc1ccccc1 returned MITF TRPM1 HTS 3, PvdQ acylase 9, SR-BI DiI inh 9, CAL PDZ FP-1 2, NSD2 inh 0, dFosB act 3, CAL PDZ FP-2 -0.9, Rtt109 HAT inh -1 and SR-BI uptake up -9.
`Cc1cc2occ(CC(=O)Nc3nnc(C4CC4)s3)c2cc1C` gave MITF TRPM1 HTS -5, PvdQ acylase 0, SR-BI DiI inh 2, CAL PDZ FP-1 2, NSD2 inh 0, dFosB act 3, CAL PDZ FP-2 -0.1, Rtt109 HAT inh -5, PfHsp90 yeast 2 -40 and SR-BI uptake up -2.
For COc1ccc(C(=O)c2ccsc2N)cc1 the results were MITF TRPM1 HTS 20, PvdQ acylase 11, SR-BI DiI inh 17, CAL PDZ FP-1 -6, NSD2 inh 7, dFosB act -37, CAL PDZ FP-2 0.2, Rtt109 HAT inh 0, PfHsp90 yeast 2 -5 and SR-BI uptake up -17.
Screening COc1ccc(-n2nc(C(=O)Nc3ccc4c(c3)OCO4)c3ccccc3c2=O)c(OC)c1 returned MITF TRPM1 HTS 5, PvdQ acylase 9, SR-BI DiI inh 53, CAL PDZ FP-1 -1, NSD2 inh 0, dFosB act 13, CAL PDZ FP-2 0.1, Rtt109 HAT inh 9, PfHsp90 yeast 2 -131 and SR-BI uptake up -53.
COc1ccc(N(C(=O)CCl)C(C(=O)NC2CCCCC2)c2cccnc2)cc1 (stereo unspecified) was read as MITF TRPM1 HTS -87, PvdQ acylase -16, SR-BI DiI inh 3, CAL PDZ FP-1 1, NSD2 inh 12, dFosB act -8, CAL PDZ FP-2 0.4, Rtt109 HAT inh -8, PfHsp90 yeast 2 0 and SR-BI uptake up -3.
N/C(=N\OC(=O)c1ccccc1)c1cccnc1 was read as MITF TRPM1 HTS 17, PvdQ acylase 5, SR-BI DiI inh 13, CAL PDZ FP-1 -16, NSD2 inh -2, dFosB act -3, CAL PDZ FP-2 -1.2, Rtt109 HAT inh 10 and SR-BI uptake up -13.
Cc1ccc(C(=O)c2c(NC(=O)c3cccnc3)sc3c2CCCC3)cc1 was read as PvdQ acylase 2, SR-BI DiI inh 20, CAL PDZ FP-1 -1, NSD2 inh 1, dFosB act -6, CAL PDZ FP-2 -1.0, Rtt109 HAT inh -7 and SR-BI uptake up -20.
O=C(Nc1nc(-c2cccnc2)cs1)c1ccccc1[N+](=O)[O-] was read as MITF TRPM1 HTS 1, PvdQ acylase -4, SR-BI DiI inh 19, CAL PDZ FP-1 -3, NSD2 inh -4, dFosB act -8, CAL PDZ FP-2 0.2, Rtt109 HAT inh 9, PfHsp90 yeast 2 5 and SR-BI uptake up -19.

At a glance, part of the list above.
`Cc1cc2occ(CC(=O)Nc3nnc(C4CC4)s3)c2cc1C` gave MITF TRPM1 HTS -5, PvdQ acylase 0, SR-BI DiI inh 2, CAL PDZ FP-1 2, NSD2 inh 0, dFosB act 3, CAL PDZ FP-2 -0.1, Rtt109 HAT inh -5, PfHsp90 yeast 2 -40 and SR-BI uptake up -2.
For COc1ccc(C(=O)c2ccsc2N)cc1 the results were MITF TRPM1 HTS 20, PvdQ acylase 11, SR-BI DiI inh 17, CAL PDZ FP-1 -6, NSD2 inh 7, dFosB act -37, CAL PDZ FP-2 0.2, Rtt109 HAT inh 0, PfHsp90 yeast 2 -5 and SR-BI uptake up -17.
Screening COc1ccc(-n2nc(C(=O)Nc3ccc4c(c3)OCO4)c3ccccc3c2=O)c(OC)c1 returned MITF TRPM1 HTS 5, PvdQ acylase 9, SR-BI DiI inh 53, CAL PDZ FP-1 -1, NSD2 inh 0, dFosB act 13, CAL PDZ FP-2 0.1, Rtt109 HAT inh 9, PfHsp90 yeast 2 -131 and SR-BI uptake up -53.
COc1ccc(N(C(=O)CCl)C(C(=O)NC2CCCCC2)c2cccnc2)cc1 (stereo unspecified) was read as MITF TRPM1 HTS -87, PvdQ acylase -16, SR-BI DiI inh 3, CAL PDZ FP-1 1, NSD2 inh 12, dFosB act -8, CAL PDZ FP-2 0.4, Rtt109 HAT inh -8, PfHsp90 yeast 2 0 and SR-BI uptake up -3.
